From PubChem BioAssay
C2C12 statin = suppression of simvastatin myotoxicity; C2C12 myotubes + simvastatin, ATP luminescence, 48 h; scaled: DMSO 0, geranylgeraniol control 100; rescue of ATP level, % at 7.49 µM; actives 0.78% (n = 330,000); AID 602340;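 active = mean ATP rescue above about 67%, or every replicate alone reaching that limit, limit read from the data, passing the limit was not always enough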;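 also: myotubes were challenged with 10 µM simvastatin during compound exposure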
S100A4 inh HTS = blocks human S100A4 binding to myosin IIA peptide; S100A4/TAMRA-MyoIIA peptide fluorescence polarization; AID 652163; inhibition, % at 10.7 µM; actives 0.14% (n = 360,000);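 active = mean inhibition of at least 70% across replicates, with every replicate also reaching that level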
Target sequence (P26447 whole entry, looked up): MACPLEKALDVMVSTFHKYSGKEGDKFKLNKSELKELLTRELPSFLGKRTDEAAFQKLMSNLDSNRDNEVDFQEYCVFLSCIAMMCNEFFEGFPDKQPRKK
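Material: S100A4 monomer (human). Medium: Calcium-containing HEPES buffer, pH 7.2. Probe or stimulus: labelled myosin peptide probe, 5 nM. Compound dosing: one concentration per compound. Timing: polarization read 5 min after assay mix addition, stable 5–60 min. Benchmarks: DMSO as neutral control, TFP as positive control.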
LGR2 inh = Drosophila LGR2 receptor signaling inhibition; inhibition, % at 9.99 µM; actives 0.35% (n = 380,000); HEK293 LGR2, CRE-luciferase, bursicon-stimulated, 4 h; AID 720647;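 active = drop in luminescence signal, shown as inhibition above about 50% in the replicate tests, limit read from the data, passing the limit was not always enough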;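 also: agonist challenge used bursicon conditioned medium at about half maximal strength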
CASP6 VEID inh = caspase-6 (human) enzyme inhibition | purified caspase-6, Z-VEID-R110 cleavage fluorescence | inhibition, % at 12.5 µM | actives 0.53% (n = 350,000) | AID 686996;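 active = mean inhibition across replicates at least about 35%, with every replicate also reaching that limit, limit read from the data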;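 also: 0% = median of neutral control wells and 100% = no fluorescence left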
Target sequence (P55212 24-179 limits assumed): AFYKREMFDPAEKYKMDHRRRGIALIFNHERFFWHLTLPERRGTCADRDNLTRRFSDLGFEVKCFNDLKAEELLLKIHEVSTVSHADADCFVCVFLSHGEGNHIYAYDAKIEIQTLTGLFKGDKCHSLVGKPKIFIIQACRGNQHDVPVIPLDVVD
Target sequence (P55212 194-293 limits assumed): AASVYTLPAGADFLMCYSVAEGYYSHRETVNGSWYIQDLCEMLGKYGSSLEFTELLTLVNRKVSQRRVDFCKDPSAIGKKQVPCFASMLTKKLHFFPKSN
esBAF inh = inhibitors of esBAF chromatin remodeling in mouse ES cells; Bmi1-luciferase knock-in reporter, 24 h; 100% = twice the neutral-well signal; reporter increase, % at 12.5 µM; actives 2% (n = 350,000); AID 602393; in the data active = activation above about 40%;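 also: 0% = median of the plate's neutral control wells and 100% = double that signal; a rise in the Bmi1 reporter signal indicates esBAF inhibition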
FN deposition inh = fibronectin deposition inhibition | actives 0.086% (n = 350,000) | AH1F fibroblasts, Alexa488-fibronectin deposition fluorescence, overnight | inhibition, % at 12.6 µM;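 active = mean inhibition across replicates of 30% or more, regardless of how many single replicates reach that level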;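 also: positive control wells lacked labelled fibronectin entirely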
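Assay system: AH1F fibroblasts assembling fluorescent fibronectin matrix; Amount: 10000 AH1F cells per well; Buffer or medium: DMEM, 2% serum; Probe or stimulus: Alexa488-fibronectin, 24 nM final in well; Doses: single compound dose, delivered by pin transfer; Incubation: 1 h adhesion, overnight exposure; Measured by: fluorescence 485/525 nm; Read-out: fibronectin deposition inhibition.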
SIRT5 inh = blocks human SIRT5 desuccinylation of peptide. Q9NXA8. Purified SirT5, succinyl-peptide AMC, trypsin-coupled fluorescence. inhibition, % at 15 µM. actives 1.1% (n = 330,000); in the data active = inhibition above about 15%
Target sequence (Q9NXA8 whole entry, looked up): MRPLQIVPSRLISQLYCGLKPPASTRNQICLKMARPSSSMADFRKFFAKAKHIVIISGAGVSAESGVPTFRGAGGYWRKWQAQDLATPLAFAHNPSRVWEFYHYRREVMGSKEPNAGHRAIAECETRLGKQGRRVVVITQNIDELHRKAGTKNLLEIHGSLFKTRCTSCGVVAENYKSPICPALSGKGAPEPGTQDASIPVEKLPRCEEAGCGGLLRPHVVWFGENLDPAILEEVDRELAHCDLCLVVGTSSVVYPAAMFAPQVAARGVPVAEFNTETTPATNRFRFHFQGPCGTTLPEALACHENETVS
* hit, by the source's call; / = no result given; & = joins results of further samples. An excerpt. The share of hits here may be higher or lower than overall.

smiles,C2C12 statin,LGR2 inh,esBAF inh,S100A4 inh HTS,FN deposition inh,SIRT5 inh,CASP6 VEID inh
CCOC(=O)C1CCCN(CCC(=O)Nc2ccc3c(c2)CCC3)C1 (stereo not given),-6,7,-5,3,/,8,1
CCN(Cc1ccccc1)C(=O)C1CCC(CNc2c(N3CCOCC3)c(=O)c2=O)CC1 (stereo not given),-3,7,10,3,-1,/,-2
Cc1ccc(NC(=O)CCC(=O)c2ccccc2)cc1,-1,-11,-5,1,-1,-3,0
CC(C)c1cn(CC[C@@H]2CC[C@H](NC(=O)C3CCCCC3)[C@@H](CO)O2)nn1,1,0,3,-1,-1,0,-1
O=C(O)C(O)c1ccccc1 (stereo not given),8&9,9&-3,-1&3,-2&-4,0&6,-3&-1,3&2
CNC(=O)CSc1nc(SC)ns1,/,-27,/,-1,/,-1,-1
CCOc1ccc2nc(NC(=O)CSc3nc(-c4ccccc4)c(C#N)c(=O)[nH]3)sc2c1,/,-18,/,-6,-15,-3,9
COc1ccc(CC(=O)OCC(=O)Nc2ncc(Cl)cc2Cl)cc1OC,-8,/,5,/,4,/,/
N#Cc1ccc(C(=O)N2CCCCC2c2cc(C(=O)NCc3ccccc3)no2)cc1 (stereo not given),-13,14,0,-1,8,2,/
C[C@@H]1CN([C@@H](C)CO)C(=O)c2cc(NS(=O)(=O)c3ccc(Cl)cc3)ccc2O[C@@H]1CN(C)Cc1ccc(Cl)c(Cl)c1,11,4,4,10,/,8,/
CCOc1ccc(OCC)c(NC(=O)Cn2c(C)nc3ccccc3c2=O)c1,/,0,/,1,-3,-3,0
COc1ccc(-c2cc(-c3ccc(OC)cc3)c(C#N)c(SC)n2)cc1,/,/,-2,1,/,-4,-6
CC(C)CCn1c(=O)c2ccccc2n2c(CN(C)Cc3ccccc3)nnc12,1,/,-1,/,18,/,/
CC(=O)c1ccc(NC(=O)Nc2ccc(Cl)cc2)cc1,-13,-63,66*,10,/,-3,4
C[C@@H]1CN([C@H](C)CO)C(=O)c2cc(NC(=O)Nc3ccc4c(c3)OCO4)ccc2O[C@@H]1CN(C)C,1,11,0,5,-5,-3,-1
Cc1nc2ccc(NC(=O)c3nn(CC(C)C)c(=O)c4ccccc34)cc2s1,/,-1,/,0,-9,0,1
C[C@@H]1CN([C@@H](C)CO)C(=O)c2cc(NC(=O)c3ccncc3)ccc2O[C@@H](C)CCCCO[C@H]1CN(C)C(=O)C1CCCCC1,65,12,4,-5,/,1,0
COc1ccc(S(=O)(=O)N(C)C[C@H]2OCc3cnnn3CCCC(=O)N([C@@H](C)CO)C[C@@H]2C)cc1,-4,15,1,7,-22,-2,-3
OCC[C@H]1C[C@H](O)[C@@H](O)[C@@]2(CCCO2)O1,9,15,-10,0,-7,/,2
O=C(CNC(=O)c1cccs1)NCC(=O)OCc1c(F)cccc1Cl,/,1,/,3,1,0,2
CC(=O)c1cc2c(cc1NC(=O)c1ccc(-n3nc(C)cc3C)cc1)OCO2,-13,1,4,-1,-1,-5,1
Cn1cc(NC(=O)OCc2ccc(Cl)cc2)c(C(F)(F)F)n1,/,-46,/,-4,-8,1,-2
CCC(NC(=O)c1ccccc1NC(=O)C(C)(C)C)C(=O)N1CCCC1 (stereo not given),-3,-5,-7,1,3,1,0
CCOC(=O)C1(CC2CCCCO2)CCN(S(=O)(=O)c2cccc(F)c2)CC1 (stereo not given),/,3,/,1,-9,-3,1
CC1CCCCN1S(=O)(=O)c1cccc2cccnc12 (stereo not given),-2,2,15,-2,-3,/,-1
CCCCOC(=O)Nc1nc2ccc(OC)cc2s1,11,/,25,/,-6,/,/
COc1ccc(CN(C)C[C@H]2Oc3c(NC(=O)NC4CCCCC4)cccc3C(=O)N([C@H](C)CO)C[C@H]2C)cc1,-19,34,1,8,-3,-2,2
O=C1C2CCCN2C(=O)N1CCCN1CCN(c2ccc([N+](=O)[O-])cc2)CC1 (stereo not given),-7,3,-1,4,-8,1,0
Cc1ccc(S(=O)(=O)Nc2ccc3c(c2)C(=O)N(C)[C@@H]2CC[C@@H](CC(=O)NCCc4ccncc4)O[C@H]2CO3)cc1,11,17,0,12,-8,0,0
C/C(=N\NC(=O)c1cccc(S(=O)(=O)N2CCOCC2)c1)c1ccc(OC(F)F)cc1,/,-12,/,0,10,-2,4

Record cards, as listed above.
Cc1nc2ccc(NC(=O)c3nn(CC(C)C)c(=O)c4ccccc34)cc2s1 across the screens: C2C12 statin: /; LGR2 inh: -1; esBAF inh: /; S100A4 inh HTS: 0; FN deposition inh: -9; SIRT5 inh: 0; CASP6 VEID inh: 1
CCOc1ccc2nc(NC(=O)CSc3nc(-c4ccccc4)c(C#N)c(=O)[nH]3)sc2c1 across the screens: C2C12 statin: /; LGR2 inh: -18; esBAF inh: /; S100A4 inh HTS: -6; FN deposition inh: -15; SIRT5 inh: -3; CASP6 VEID inh: 9

Later entries.
smiles,C2C12 statin,LGR2 inh,esBAF inh,S100A4 inh HTS,FN deposition inh,SIRT5 inh,CASP6 VEID inh
CCOc1ccc(/C(O)=C2/C(=O)C(=O)N(c3ccccn3)C2c2ccc(F)cc2)c(C)c1 (stereo not given),/,27,/,-2,-7,3,2
COc1cc(OC)cc(C(=O)Nc2cccc(N3CCCC3)c2)c1,-6,2,1,11,/,-1,1
C[C@H]1CN([C@@H](C)CO)C(=O)c2cccc(N(C)C)c2O[C@H]1CN(C)Cc1ccncc1,19,1,-8,9,9,2,-1
O=C(c1ccc2c(c1)OCO2)N(c1ccc(F)cc1)C1C=CS(=O)(=O)C1 (stereo not given),10,-14,-1,/,/,/,/
O=C(NC1CCCCC1)C(c1ccccn1)N(C(=O)c1csnn1)c1ccccc1 (stereo not given),-4,-7,3,-3,-11,1,-1
COC(=O)[C@]12C[C@H](CC(=O)NCC3CCCCC3)C(=O)N(Cc3ccccc3)C1=C[C@H](C(C)C)O[C@@H]2C1CC1,/,1,/,17,-3,/,0
Cc1ccc(S(=O)(=O)N2CC(C)N(C(=O)N3CCOCC3)C2C)cc1 (stereo not given),/,-7,/,0,4,2,-1
O=C(COC(=O)Cc1c(Cl)cccc1Cl)Nc1ccc(OC(F)(F)F)cc1,/,25,/,1,14,-2,-2
O=C(NC1CCCCC1)N[C@H]1CC[C@H](CCNS(=O)(=O)c2ccc(Cl)cc2)O[C@@H]1CO,11,-13,4,5,5,11,1
COc1ccc(N(CC(=O)NCc2ccccc2OC)S(=O)(=O)c2ccc(C)cc2)cc1Cl,-10,5,-8,0,/,-4,-1
Cc1cc(C)cc(OCC(=O)Nc2ccc3c(c2)OCO3)c1,12,-9,-3,-1,-3,-1,1
NS(=O)(=O)c1ccc(NC(=O)COC(=O)c2cnc(Cl)c(Cl)c2)cc1,-3,1,-10,-1,1,0,-1
Cc1ccc2c(CSc3nc4ccccc4c(=O)n3CCCO)cc(=O)oc2c1,-4,-22,-2,4,2,-1,0
CC(C)CCNC(=O)C1CCN(S(=O)(=O)c2ccc3c(c2)CC(C)N3C(=O)C2CCC2)CC1 (stereo not given),-9,-21,5,-3,-2,2,-1
N#C[C@H]1[C@H](c2ccc(-c3cccnc3)cc2)[C@H](CO)N1C(=O)Nc1ccc(F)cc1,30,-9,2,4,-3,-1,-2
Cc1ccc(C)c(N2CCN(S(=O)(=O)c3c(C)[nH]c(C)c3C(=O)N3CCCCC3)CC2)c1,13,-6,3,-3,-1,0,2
COc1ccc(N2CC(NC(=O)c3ccc4ccccc4c3)CC2=O)cc1OC (stereo not given),-9,7,-3,0,4,1,0
COc1ccc(OC(=O)CCc2c[nH]c3ccccc23)cc1,/,1,/,-20,10,2,-1
Cn1c(CSc2ncccn2)nnc1SCC(=O)N1CCCC1,-2,18,13,0,-22,-1,2
CCn1c(SC)nnc1C1CCCN(CC(=O)Nc2ccccc2N2CCOCC2)C1 (stereo not given),/,-12,/,-3,-1,-1,-2
CO[C@@H]1CN(C)C(=O)c2ccc(NC(=O)Nc3ccc4c(c3)OCO4)cc2OC[C@@H](C)N(C)C[C@H]1C,-9,-8,24,/,-15,/,/
CCC(c1nnnn1C1CCCC1)N1CCN(C/C=C/c2ccccc2)CC1 (stereo not given),12,0,-4,-2,/,2,-2
CCOC(=O)C(=O)Nc1ncc(Cl)s1,10,3,-4,1,-3,-2,2
C[C@@H]1CN([C@H](C)CO)C(=O)c2cc(NS(C)(=O)=O)ccc2O[C@@H]1CN(C)C(=O)NC1CCCCC1,15,4,2,14,/,-3,-1
O=[N+]([O-])c1cccc(/C=N/NS(=O)(=O)c2ccccc2)c1,/,-25,/,7,0,0,-2
CN(C)CC(O)CN(c1ccccc1)c1ccccc1 (stereo not given),/,8,/,0,4,-2,1
CC(=O)N1CCC(=O)Nc2ccc([N+](=O)[O-])cc21,/,4,/,7,5,-3,1
Cc1ccc(C(c2nnnn2CS(=O)(=O)c2ccc(C)cc2)N2CCC(C)CC2)cc1 (stereo not given),26,/,-5,/,2,/,/

13 compounds out of the list, ordered by count of non-hydrogen atoms, descending:
smiles,C2C12 statin,LGR2 inh,esBAF inh,S100A4 inh HTS,FN deposition inh,SIRT5 inh,CASP6 VEID inh
COC(=O)[C@]12C[C@H](CC(=O)NCC3CCCCC3)C(=O)N(Cc3ccccc3)C1=C[C@H](C(C)C)O[C@@H]2C1CC1,/,1,/,17,-3,/,0
CO[C@@H]1CN(C)C(=O)c2ccc(NC(=O)Nc3ccc4c(c3)OCO4)cc2OC[C@@H](C)N(C)C[C@H]1C,-9,-8,24,/,-15,/,/
C[C@@H]1CN([C@H](C)CO)C(=O)c2cc(NS(C)(=O)=O)ccc2O[C@@H]1CN(C)C(=O)NC1CCCCC1,15,4,2,14,/,-3,-1
CC(C)CCNC(=O)C1CCN(S(=O)(=O)c2ccc3c(c2)CC(C)N3C(=O)C2CCC2)CC1 (stereo not given),-9,-21,5,-3,-2,2,-1
CCOc1ccc(/C(O)=C2/C(=O)C(=O)N(c3ccccn3)C2c2ccc(F)cc2)c(C)c1 (stereo not given),/,27,/,-2,-7,3,2
C[C@H]1CN([C@@H](C)CO)C(=O)c2cccc(N(C)C)c2O[C@H]1CN(C)Cc1ccncc1,19,1,-8,9,9,2,-1
N#C[C@H]1[C@H](c2ccc(-c3cccnc3)cc2)[C@H](CO)N1C(=O)Nc1ccc(F)cc1,30,-9,2,4,-3,-1,-2
CCC(c1nnnn1C1CCCC1)N1CCN(C/C=C/c2ccccc2)CC1 (stereo not given),12,0,-4,-2,/,2,-2
Cc1ccc(S(=O)(=O)N2CC(C)N(C(=O)N3CCOCC3)C2C)cc1 (stereo not given),/,-7,/,0,4,2,-1
COc1cc(OC)cc(C(=O)Nc2cccc(N3CCCC3)c2)c1,-6,2,1,11,/,-1,1
Cc1cc(C)cc(OCC(=O)Nc2ccc3c(c2)OCO3)c1,12,-9,-3,-1,-3,-1,1
CN(C)CC(O)CN(c1ccccc1)c1ccccc1 (stereo not given),/,8,/,0,4,-2,1
CC(=O)N1CCC(=O)Nc2ccc([N+](=O)[O-])cc21,/,4,/,7,5,-3,1
